L3MBTL1 block – inhibitors of human L3MBTL1. Q9Y468. AlphaScreen L3MBTL1–H3K9me1 peptide binding. Potency, µM (series often up to 57.1 µM), inactives show at the highest dose activity, negative = inhibition, most hits filed as inhibitors. 0.66% of 230,000 active; note: % is set by controls: 0 for no effect and ±100 for the full control effect; nearly all actives have a fitted effect of over 60% in size
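Displacement of a biotinylated histone H3(1-15) peptide monomethylated at Lys9 (75 nM) from L3MBTL1 (50 nM) was measured by AlphaScreen after a 30 min room-temperature compound incubation; cefsulodin titration served as intraplate control.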
Tau fluor counter – counter-screen for tau fibril formation inhibitors. 0.93% of 280,000 active. Potency, µM (series often up to 57.7 µM), without a hit: at the highest dose activity change, negative = decrease. tau K18 P301L Alexa594 fluorescence, heparin fibrillization; note: % is set by controls: 0 for no effect and ±100 for the full control effect; nearly all actives have a fitted effect of over 55% in size
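Human tau K18 P301L (15 uM unlabeled, 0.24 uM Alexa 594-labeled) in 100 mM sodium acetate pH 7 with 20 uM heparin, 6 hr at 37 C. ThT 30 uM added, 1 hr ambient; Alexa 594 FP and total fluorescence read at 555/632 nm.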
Tau ThT inhib – tau fibrillization inhibition (ThT binding); P10636; recombinant tau K18 P301L, heparin-induced fibrillization, ThT fluorescence; Potency, µM (top dose mostly 57.4 µM), inactives show at the highest dose activity, negative = inhibition, most hits filed as inhibitors; 2.1% of 270,000 active; AID 1460; note: % is set by controls: 0 for no effect and ±100 for the full control effect; nearly all actives have a fitted effect of over 55% in size
Target sequence (P10636 561-689 P618L limits assumed): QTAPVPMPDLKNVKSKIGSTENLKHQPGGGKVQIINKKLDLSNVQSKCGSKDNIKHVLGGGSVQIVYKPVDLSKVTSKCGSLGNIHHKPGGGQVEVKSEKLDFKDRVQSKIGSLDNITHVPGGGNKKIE
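ThT emission at 510 nm, taken 1 hr after adding 30 uM dye, quantifies aggregates formed when 20 uM heparin acts on human tau K18 P301L for 6 hr at 37 C.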
Tau fibril FP – inhibitors of human tau fibril formation | P10636 | K18 P301L tau heparin fibrillization, Alexa594 FP, 6 h | Potency, µM (titrated, usually from 57.7 µM), for the others: at the top dose activity, negative = inhibition, actives largely listed as inhibitors | 0.39% of 280,000 active; note: % is set by controls: 0 for no effect and ±100 for the full control effect; nearly all actives have a fitted effect of over 55% in size
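Compound effects on tau fibrillization are measured by Alexa 594 fluorescence polarization (ex 555, em 632 nm). K18 P301L tau is used at 15 uM with 0.24 uM labeled tracer, and 20 uM heparin induces aggregation over 6 hr at 37 C.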
TR SRC2 fluor cs – alters Texas Red total fluorescence, flagging assay interference; 0.29% of 280,000 active; TRb/SRC2 Texas Red total fluorescence interference; AID 1479; Potency, µM (doses to about 106 µM), for the others: top-dose fluorescence change, negative = quenching; active = well fitted curve in either direction with a large enough effect; inconclusive = small, poorly fitted or top-dose-only effect; note: % is set by controls: 0 for no effect and ±100 for the full control effect
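Flags fluorescent or light-absorbing compounds by total fluorescence, S + 2P, at 555 nm excitation and 632 nm emission. Mixture: 20 nM Texas Red SRC2 peptide, 0.6 uM human TRb LBD, 1 uM T3, 5% DMSO; compound exposure 5 h at ambient temperature.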
TRb-SRC2 inh – TRbeta-SRC2 interaction inhibition. Potency, µM (highest dose often 106 µM), inactives show at the top dose activity change, negative = inhibition, usual class: inhibitors. 0.065% of 280,000 active. AID 1469. TRbeta-SRC2 peptide binding, fluorescence polarization; receptor liganded with 1 µM T3;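 note: plate controls were bound peptide for no effect and peptide without receptor for full effect; nearly all actives have a fitted effect of over 50% in size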
Target sequence (P10828 whole entry, looked up): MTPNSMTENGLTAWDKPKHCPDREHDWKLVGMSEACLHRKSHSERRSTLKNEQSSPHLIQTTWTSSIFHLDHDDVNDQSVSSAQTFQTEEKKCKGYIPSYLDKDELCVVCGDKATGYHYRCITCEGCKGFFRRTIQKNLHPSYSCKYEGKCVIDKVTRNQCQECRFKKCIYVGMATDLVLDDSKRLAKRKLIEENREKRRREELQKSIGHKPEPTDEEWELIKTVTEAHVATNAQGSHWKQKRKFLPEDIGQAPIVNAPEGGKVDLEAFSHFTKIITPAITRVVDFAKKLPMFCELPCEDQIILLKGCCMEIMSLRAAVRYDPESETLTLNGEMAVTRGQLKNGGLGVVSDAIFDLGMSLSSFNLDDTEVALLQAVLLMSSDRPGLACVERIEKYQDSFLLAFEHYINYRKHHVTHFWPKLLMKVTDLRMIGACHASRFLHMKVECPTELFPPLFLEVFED
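Read-out is fluorescence polarization (555 nm excitation, 632 nm emission) of a Texas Red SRC2 coactivator peptide; loss of signal reflects blocked binding to human TRb ligand-binding domain in the presence of 1 uM T3.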
HTT ATP protect – cytoprotection in Huntington HTT-Q103 PC12 cell model. Potency, µM (series often up to 56.4 µM), for inactives: cytoprotection (ATP increase), actives largely listed as activators. 0.14% of 230,000 active. AID 1471. PC12 HTT-Q103 induced, cytoprotection, ATP luminescence, 40 h;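 note: % of control where 0% means no effect; nearly all actives have a fitted effect of over 45% in size; toxic huntingtin expression switched on by the ecdysone agonist tebufenozide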
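ATP quantification (ATPlite) reports survival of PC12 cells in which tebufenozide, 100 nM final, switches on Htt exon 1 with 103 glutamines linked to GFP; compounds are titrated.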
RECQ1 inh – RECQ1 (human) helicase inhibition; P46063; RECQ1 DNA unwinding, red fluorescence kinetic read; Potency, µM (highest dose often 57.3 µM), inactives show at the top dose activity, negative = inhibition, most hits filed as inhibitors; 0.54% of 240,000 active;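 note: plate controls were vehicle for no effect and no enzyme for full effect; nearly all actives have a fitted effect of over 30% in size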
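50 nM RECQ1T1 preincubated 15 min with compound in Tris pH 8.0 buffer with MgCl2, DTT, Tween-20 and 2.5 ug/ml poly(dI-dC); started with 200 nM TAMRA/BHQ-2 forked duplex and 2 mM ATP. Unwinding read as fluorescence (525/598 nm), two reads 2 h apart.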
Active calls of the source: *; i = inactive; ? = inconclusive; / = no result given; & = joins results of further samples; [ ] = another dose, or the depositor's remark. Unless noted, calls come from the whole dose curve; as a rule, active = well fitted curve in the direction sought with a large enough effect; inconclusive = small, poorly fitted or top-dose-only effect, or another doubt; inactive = no such curve, though single readings can be large; an effect the other way counts as inactive or inconclusive. Potency is the fitted concentration of half-maximal effect.

Structure | L3MBTL1 block | Tau fluor counter | Tau ThT inhib | Tau fibril FP | TR SRC2 fluor cs | TRb-SRC2 inh | HTT ATP protect | RECQ1 inh
O=C(c1ccc(F)cc1)N(NC(=O)C(O)(c1ccccc1)c1ccccc1)c1ccccc1 | -2% | -10% | 1% | -1% | -1% | -7% | 4%[10 µM] | 14%
CC(C)CNc1nc(NC(C)(C)C)nc(Oc2ccc(=O)n(-c3ccccc3)n2)n1 | / | -1% | 0% | 7% | 1% | -2% | / | /
CCOc1ccc(S(=O)(=O)N(C)c2ccc(OCC(=O)Nc3ccc4[nH]c(=O)[nH]c4c3)cc2)cc1 | -5% | ? | ? | 5% | -2% | -17% | -8% | -1%
O=[N+]([O-])c1ccc(NCCCNS(=O)(=O)c2ccccc2)cc1 | -15% | -23% | ? | -2% | -1% | -3% | -58%[inhibitor] | i
COc1ccc(COC(=O)N/C=C/c2ccco2)cc1 | -13% | -15% | ? | ? | -3% | 0% | / | -13%
COc1ccccc1/C=N/NC(=O)c1[nH]c(C)c(C(=O)N/N=C/c2ccccc2OC)c1C | -6% | -4% | 4% | -3% | 1% | 10% | -3%[10 µM] | 8%
Cc1nn2c(C)c(C(=O)NC(C)c3ccccc3)cnc2c1-c1ccc(F)cc1 (configuration not stated) | / | -1% | -4% | 5% | -4% | -1% | / | /
CC(C)CC(=O)Nc1nnn(C)n1 | 5% | 3% | 3% | -2% | 1% | -17% | -14%[0.074 µM] | -7%
O=C(CCNC(=O)c1ccccc1Cl)Nc1ccc(Cl)c(C(F)(F)F)c1 | ? | 12% | 9% | 6% | -1% | -2% | 0%[10 µM] | -3%
COC(=O)C1CCN(c2cc(=O)n(-c3ccc(OC)cc3)c(=O)[nH]2)CC1 | 0% | 8% | -9% | 7% | -5% | 6% | 11% | -3%
COc1ccc(Nc2nc3cc(C)ccc3cc2C#N)c(OC)c1 | 19% | -18% | -9% | 16% | 1% | 3% | 5%[10 µM] | i
c1ccc2sc(Nc3nc4cc5c(cc4s3)OCO5)nc2c1 | 31% | 0% | 1% | 3% | -2% | -7% | / | -5%

Remaining list, next part
Structure | L3MBTL1 block | Tau fluor counter | Tau ThT inhib | Tau fibril FP | TR SRC2 fluor cs | TRb-SRC2 inh | HTT ATP protect | RECQ1 inh
Cc1cc2ccccc2n2c(SCC(=O)Nc3cccc(C(F)(F)F)c3)nnc12 | / | 0% | 4% | ? | -3% | 6% | / | /
CCCCCOc1ccc(Cn2c(=O)oc3ccc(C)cc32)cc1OC | / | -15% | -5% | -1% | 2% | -3% | / | /
CCCCn1nnnc1SCC(=O)Nc1cccc(C)n1 | -1% | -2% | -5% | -8% | -2% | -11% | 6%[10 µM] | -10%
CCOc1ccc(CN2C(=O)C(=O)c3cccc(C)c32)cc1OC | / | -15% | ? | -4% | -2% | -7% | / | /
O=C(NC1(C(F)(F)F)NC(=O)N(Cc2cccnc2)C1=O)c1ccc(F)cc1 (configuration not stated) | 2% | 2% | -8% | 4% | -1% | -8% | 32% | 0%
O=C(O)c1cc(N/N=C/c2cccnc2)ccc1Cl | 7% | -7% | -13% | 3% | -3% | -2% | 38%[10 µM] | -2%
O=C(CSc1nc2cc([N+](=O)[O-])ccc2n1-c1ccc(F)cc1)NC1CCS(=O)(=O)C1 (configuration not stated) | -4% | -13% | 5% | 3% | 0% | 4% | 18%[10 µM] | 8%
O=C(NCCc1c[nH]c2ccccc12)C(=O)NCC1OCCCN1S(=O)(=O)c1ccc(F)cc1 (configuration not stated) | -12% | -24% | -10% | 14% | -4% | 3% | 20%[10 µM] | -2%
O=S(=O)(CC(c1ccccc1)N1CCCCC1)c1ccc(Cl)cc1 (configuration not stated) | -7% | -7% | 0% | -1% | -2% | -4% | 15%[10 µM] | -4%
N#CCCCSc1nnc(CSc2nc3ccccc3s2)n1-c1ccccc1 | -1% | -3% | -14% | 4% | -8% | 0% | 5% | i
CCOC(=O)c1[nH]c(C)c(C(=O)OC(C)C(=O)Nc2ncc(Cl)cc2Cl)c1C (configuration not stated) | 1% | 3% | 1% | 0% | -3% | -1% | -19% | -14%
Cc1ccc(-c2nn(CCC(=O)Nc3ccc(OC(F)(F)F)cc3)c(=O)c3ccccc23)cc1 | / | -12% | 8% | -12% | -1% | 3% | / | /

(list continues)
Structure | L3MBTL1 block | Tau fluor counter | Tau ThT inhib | Tau fibril FP | TR SRC2 fluor cs | TRb-SRC2 inh | HTT ATP protect | RECQ1 inh
Cc1nn(-c2ccccc2)c2c1C(c1ccc(F)cc1)C(C#N)=C(N)O2 (configuration not stated) | -8% | -21% | ? | -4% | -4% | -11% | / | 1%
Cc1ccc(-c2cn3nc(-c4ccccc4)c(-c4ccccc4)nc3n2)cc1 | 82%[activator] | -15% | 5% | -4% | -1% | -4% | -2%[10 µM] | 11%
CN(C)S(=O)(=O)c1ccc(-n2cccc2)cc1 | -12% | -1% | 3% | 2% | -4% | -3% | -38% | 15%
CCOc1ccc(CNc2ccc3c(c2)nc(C)n3C)cc1 | 7%[11.4 µM] | 1% | ? | 13% | 0% | 8% | 0% | -3%
COc1ccc(-n2nc([N+](=O)[O-])c(=NCc3ccco3)n2O)cc1 | / | -29% | 10µM* | 1% | 2% | -7% | -43% | -1%
O=S(=O)(NCCc1ccccc1)c1ccccc1 | 8% | -7% | -7% | -2% | 3% | 6% | 5%[1.9 µM] | -5%
CCn1c(Cc2cccs2)nnc1SCC(=O)c1ccc(C)cc1 | / | -6% | -15% | -1% | -5% | -3% | 3% | i
CSc1sc(C)cc1C1C(C#N)=C(N)N(c2cccnc2)C2=C1C(=O)CC(C)(C)C2 (configuration not stated) | -2% | -13% | -15% | -6% | 0% | 0% | -55%[inhibitor] | i
CCOC(=O)c1c(CN(C)C)n(-c2ccccc2)c2cc(Br)c(O)cc12 | -26% | -9% | -8% | 0% | 0% | 6% | -9%[10 µM] | -7%
O=[N+]([O-])c1cccc(S(=O)(=O)Nc2nc3ccccc3nc2Nc2cccc(S(=O)(=O)N3CCCCC3)c2)c1 | -9% | ? | 16µM* | -9% | -1% | -13% | 39%[10 µM] | i
COCCCNC(=O)Cn1cc(C(=O)c2cccs2)c2ccccc21 | 0% | -4% | -2% | 0% | -1% | 2% | 10%[10 µM] | 0%
CCN(CC)c1ccc(/C=C(\C#N)C(N)=O)cc1 | 0% | -12% | ? | 4% | -3% | 11% | 6%[10 µM] | i

Next section; the last three above are carried over.
Structure | L3MBTL1 block | Tau fluor counter | Tau ThT inhib | Tau fibril FP | TR SRC2 fluor cs | TRb-SRC2 inh | HTT ATP protect | RECQ1 inh
O=[N+]([O-])c1cccc(S(=O)(=O)Nc2nc3ccccc3nc2Nc2cccc(S(=O)(=O)N3CCCCC3)c2)c1 | -9% | ? | 16µM* | -9% | -1% | -13% | 39%[10 µM] | i
COCCCNC(=O)Cn1cc(C(=O)c2cccs2)c2ccccc21 | 0% | -4% | -2% | 0% | -1% | 2% | 10%[10 µM] | 0%
CCN(CC)c1ccc(/C=C(\C#N)C(N)=O)cc1 | 0% | -12% | ? | 4% | -3% | 11% | 6%[10 µM] | i
Cc1ccc(Sc2ccc(/C=N/O)cc2[N+](=O)[O-])cc1 | / | ? | ? | ? | -2% | 0% | -41%[inhibitor] | -5%
CC1CCCCN1CC(=O)NC(=O)NCc1ccccc1 (configuration not stated) | 7% | 2% | -4% | -5% | -1% | 6% | / | -1%
COc1ccc(C2CN=NC2C(=O)c2ccccc2)cc1 (configuration not stated) | / | -9% | -8% | 7% | 1% | -1% | -5%[10 µM] | -5%
CC(=O)C1=C(C)N(CC2CC2)C(=O)N[C@H]1c1ccccc1 | 5% | -2%&-7% | -4%&-7% | -4%&4% | -1%&0% | 2%&0% | -6% | 0%&-1%
CS(=O)(=O)N(CC(=O)Nc1ccccc1C(=O)NCc1ccco1)c1ccccc1F | 1% | 7% | 9% | 5% | 1% | 7% | 1%[10 µM] | i
O=C(Nc1cccnc1)c1cccc(S(=O)(=O)N2CCCC2)c1 | 20% | -5%[2.34 µM] | -3% | 14% | -3% | 2% | 33%[10 µM] | 1%
COc1ccc(/C=C/C(=O)c2ccc(O)cc2)cc1CN1CCOCC1 | -4% | -14% | ? | -7% | -4% | 9% | -38%[10 µM] | -14%
COc1ccccc1CNC(=O)CS(=O)(=O)c1cccc2nsnc12 | / | -1% | 1% | -3% | 4% | 4% | / | /
COc1ccc(N(C(=O)c2cc3ccccc3oc2=O)C2C=CS(=O)(=O)C2)c(OC)c1 (configuration not stated) | 14% | 4% | 2% | 11% | -1% | 2% | -18% | -6%
O=C(Nc1ccc2nc(SCC(=O)N3CCCc4ccccc43)sc2c1)c1ccc(F)cc1 | / | ? | -3% | ? | -4% | 2% | / | /
CCC(=O)Nc1ccc(S(=O)(=O)Nc2ccc(Cl)nn2)cc1 | 11% | 12% | 16% | 1% | -2%[53 µM] | 0%[53 µM] | 35%[10 µM] | -1%
CCn1c(=O)n(-c2ccc(C)c(F)c2)c(=O)c2sc3ccccc3c21 | / | 14% | ? | 2% | -1% | -8% | / | /

(further entries)
Structure | L3MBTL1 block | Tau fluor counter | Tau ThT inhib | Tau fibril FP | TR SRC2 fluor cs | TRb-SRC2 inh | HTT ATP protect | RECQ1 inh
COC(=O)CSc1ccc(S(=O)(=O)N2CCCCCC2)cc1[N+](=O)[O-] | / | -26% | -10% | -2% | 3% | -8% | -10% | -8%
CCC1CCC(NC2CCCCNC2=O)CC1 (configuration not stated) | / | 5% | -5% | -8% | 1% | 5% | -1% | i
C/C(=N\N=C(/N)c1nonc1N)c1ccc2c(c1)OCO2 | / | -20% | / | 4% | 0% | 0% | -6%[10 µM] | -3%
COc1ccc(NC(=O)c2ccc(-n3cccn3)nc2)cc1 | 2% | 0% | -11% | 4% | 1% | 1% | -24% | 2%
Cc1cc(SCC(=O)NC(=O)c2cccn2C)nc2ccccc12 | / | 2% | / | -1% | 0% | 7% | -3%[10 µM] | -10%
O=C(CSc1ccccc1)Nc1cc(S(=O)(=O)N2CCOCC2)ccc1N1CCOCC1 | 11% | 7% | 10% | 7% | -1% | 0% | -32%[inhibitor] | i

Compound activity (PubChem)

These rows are one share of the data (hit frequency here may not be typical).
